Autophagy mod: alters autophagy in cells; calls only at 10 µM (by protocol); MEF GFP-LC3 puncta imaging; test concentration mostly 10 µM; actives 0.98% (n = 190,000);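 active = percentage of spot-positive cells more than 3 SD above its plate mean, without a fluorescence outlier flag or 80% toxicity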;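 also: spot-positive cell cutoff set from DMSO-treated cells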
WT yeast gro inh: growth inhibition of WT yeast, mitochondrial fusion screen | inhibition, % at 10 µM | actives 2.1% (n = 190,000) | mitochondrial fusion phenotypic screen, WT strain; in the data active = inhibition above about 58%; tested in S. cerevisiae
MT stabilize HCS: stabilizes microtubules in HeLa cells. AID 2205. HeLa tubulin immunostaining HCS, 24 h; share of cells brighter than vehicle mean+2SD. % tubulin-high responders, % at 10 µM. actives 0.83% (n = 200,000);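 active = plate Z-score above 3 for both tubulin-high and condensed-nucleus cell shares, with cell loss under 80%, at 10 µM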;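 also: anti alpha tubulin signal scored within the nucleus-defined area of each cell; some results filed as inactive read as strong as hits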
XIAP displacement: XIAP antagonists, biochemical, IAP family, fluorescence polarization (AID 1018); XIAP BIR domain, fluorescence polarization peptide displacement; higher % means a stronger effect; displacement, % at 20 µM; hits with a dose series show IC50 in µM; actives 0.007% (n = 200,000); in the data active = displacement above about 50%; also: a part of the inactive calls stands beside numbers as strong as those of hits
Dynein transport: dynein cargo transport inhibition | z-score, hits read low | 3617.4 mouse cells, GR-EGFP nuclear translocation imaging; test concentration mostly 20 µM; stimulated with dexamethasone, 1 µM; hits give low values | actives 0.47% (n = 220,000);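 active = plate z-score of nuclear minus cytoplasmic receptor signal below a set negative limit, without overly bright fluorescence or cell loss, cut at about -3.5 in these data, passing the limit was not always enough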;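 also: z-score of nuclear minus cytoplasmic ring GR-EGFP intensity difference per well; some compounds called inactive have numbers as strong as hits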
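Also added – dexamethasone, 1.0 µM final · Buffer or medium – tet-free, stripped-serum medium · Schedule – induction 48 h, compound 1 h, agonist 30 min · Detection – formaldehyde fixation, Hoechst nuclear stain, 10x automated fluorescence imaging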
CSM14.1 death rescue: rescue of cells from ER stress-induced death, primary screen, 384-well, CSM14.1, thapsigargin, ATP luminescence (AID 1222) | CSM14.1 thapsigargin-induced death rescue, ATP luminescence; higher % means a stronger effect | 190,000 tested, under 10 active | one-dose cellular ATP content (survival), % at 20 µM; EC50 in µM for titrated hits;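 active = EC50 below 50 µM in the dose-response confirmation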;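 also: death triggered by thapsigargin at about 15 µM added after 2 h compound pretreatment; cell ATP read after overnight thapsigargin exposure of roughly 18 to 22 hours; normalized against plate controls of thapsigargin alone and 5% DMSO vehicle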
Lipid droplet: modulators of hepatic lipid droplet formation. AML12 mouse hepatocytes, oleate lipid droplets, BODIPY imaging. inhibition, % at 6.5 µM. actives 0.4% (n = 240,000). AID 1656;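 active = lipid droplet intensity inhibited by at least 50%, with more than 500 cells counted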
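material = mouse AML12 hepatocyte cell line, fixed after treatment | also added = 100 µM oleic acid challenge | doses = compound at 6.5 µM only | schedule = overnight exposure | technique = Image-based BODIPY and DAPI two-channel analysis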
Ins promoter up: MIN6 insulin promoter up-regulation. z-score at 5 µM. MIN6 insulin promoter-GFP reporter, high-content imaging; hits give high values. actives 0.3% (n = 190,000);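 active = z-score above 3 at 5 µM with at least 500 cells counted in the well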
b-catenin transl: beta-catenin nuclear translocation modulation; nuclear translocation activity, % at 5 µM; AID 1665; actives 0.3% (n = 190,000); HeLa beta-catenin nuclear translocation, immunofluorescence imaging;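 active = nuclear translocation activity above 50% at 5 µM, with a well cell count of 50 or more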;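 also: per-cell ratio of nuclear to cytoplasmic median beta-catenin stain intensity; plate controls were DMSO negative control for no effect and GSK-3 inhibitor IX positive control for full effect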
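Read-out: Nuclear/cytoplasmic beta-catenin signal ratio, % activation | Assay system: Human HeLa cell line | Times: 24 h compound exposure at 37°C, 5% CO2 | Signal: Fluorescence imaging of beta-catenin antibody stain plus DAPI | Dosing: 5 µM primary, 0.02–20 µM confirmation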
WT yeast gro inh mutant strain: recorded beside WT yeast gro inh, whose call it bears; inhibition, %; mitochondrial fusion phenotypic screen, mutant strain inhibition
Dynein transport cytoplasmic EGFP: further read-out of Dynein transport, marked with its call; z-score; measured here: cytoplasmic GR-EGFP intensity; hits give high values
Dynein transport nuclear GR-EGFP: further read-out of Dynein transport, marked with its call; z-score; measured here: nuclear GR-EGFP intensity;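 lower value marks the stronger effect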
Dynein transport cell count: second read-out of Dynein transport, no call of its own (marks repeat the call); z-score; measured here: cell count per field
Ins promoter up cell count: also measured in Ins promoter up; calls as there; cell count; measured here: cytotoxicity, nuclei count;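 total cells summed across four imaged fields per well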
Lipid droplet cells 6.5 µM: recorded beside Lipid droplet, whose call it bears; cell count; measured here: cell count, cytotoxicity flag;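 cells counted across two imaged fields per well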
b-catenin transl cell count 5 µM: also measured in b-catenin transl; calls as there; cell count; measured here: cell count, cytotoxicity flag
MT stabilize HCS Hoechst-high %: recorded beside MT stabilize HCS, whose call it bears; % Hoechst-high responders; measured here: nuclear condensation Hoechst responders;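 share of cells brighter than vehicle mean plus two SD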
MT stabilize HCS cytotoxicity %: further read-out of MT stabilize HCS, marked with its call; toxicity, %; measured here: cytotoxicity by cell density;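 0% = mean cell density of plate MIN control wells and 100% = no cells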
Autophagy mod cell loss 18 h: also measured in Autophagy mod; calls as there; toxicity, %; measured here: cell loss, nuclei count;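 cell loss after 18 h compound exposure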
* = called active by the depositor; i = inactive; / = no result given.

SMILES	Autophagy mod	Autophagy mod cell loss 18 h	WT yeast gro inh	WT yeast gro inh mutant strain	MT stabilize HCS	MT stabilize HCS Hoechst-high %	MT stabilize HCS cytotoxicity %	XIAP displacement	Dynein transport	Dynein transport cytoplasmic EGFP	Dynein transport nuclear GR-EGFP	Dynein transport cell count	CSM14.1 death rescue	Lipid droplet	Lipid droplet cells 6.5 µM	Ins promoter up	Ins promoter up cell count	b-catenin transl	b-catenin transl cell count 5 µM
CCN(CC)C(=O)C(=O)N/N=C/c1cccc(Br)c1	i	3	0	35	1.5	1.9	0.7	-2.9%	-0.057	-0.22	-0.32	-0.17	-2.0%	/	/	/	/	/	/
COc1ccccc1Oc1ccc(S(=O)(=O)N2CCN(C)CC2)cc1	i	-5	2	-5	2.4	2.4	3.4	-4.3%	0.57	-0.22	-0.071	0.092	-0.6%	-2	692	-0.53	1272	-3.3	1115
CSc1cccc(NC(=O)N2CCN(C)CC2)c1	/	/	/	/	/	/	/	/	0.36	-0.69	-0.13	-1	/	12	432	-0.07	969	0.3	1276
O=C(Oc1ccccc1)c1ccc2nccnc2c1	i	-2	0	24	1.3	1.2	8.6	-2.2%	-0.22	-0.23	-0.29	0.45	-2.5%	5	758	0.52	813	4.3	981
COCCCn1nnnc1SCC(=O)N1c2ccccc2CC1C (stereo not drawn)	i	-17	-9	-7	0.8	1.0	1.5	-3.4%	-0.61	-0.31	0.038	0.28	-0.2%	0	674	-0.11	1507	3.6	996
CCCN1CCN(C(=O)c2ccc(Sc3ccc(C)cc3)c(NC(C)=O)c2)CC1	i	-5	-8	0	3.0	2.2	5.5	-4.2%	-1.6	0.49	-1.1	1.1	0.8%	/	/	-0.8	1100	1.5	1404
S=C(NCc1cccnc1)Nc1ccc(Oc2ccccc2)cc1	i	-36	12	4	2.9	2.4	2.5	-7.7%	1	-0.21	0.67	-0.76	-0.4%	8	710	0.6	1611	-3.9	960
Cc1cccc(C)c1NC(=S)N/N=C/c1ccc(OCCC(C)C)cc1	i	7	27	23	2.3	0.9	5.9	1.1%	0.55	0.48	1.1	4.7	-3.3%	14	765	/	/	-2.2	1186
CCCCc1cc(=O)oc2cc(OCC(=O)N(CC)CC)c(Cl)cc12	i	26	2	-2	4.7	2.2	8.1	-2.8%	-0.97	-0.23	-0.17	0.86	-2.4%	-4	649	0.48	1834	0.5	1050
Cc1ccc(C(=O)NC(C)c2ccc3c(c2)OCO3)s1 (stereo not drawn)	i	11	-12	7	1.3	1.5	5.0	5.9%	-0.63	-0.22	-0.95	0.65	0.6%	-12	685	0.1	1510	3.7	863
Cc1ccc(-c2[nH]nc3c2C(c2ccoc2)C(C#N)=C(N)O3)cc1C (stereo not drawn)	i	3	22	31	3.9	1.5	6.0	-1.3%	2.4	-0.2	0.99	-1.2	0.8%	11	728	-0.32	1282	-2.2	1075
COc1ccc(/C=N/NC(=O)c2ccccc2)cc1OS(=O)(=O)c1ccccc1	i	3	7	15	9.1	39	32	0.9%	0.43	-0.24	0.39	-0.26	-3.1%	-6	657	0.11	1229	16	241
Fc1ccc(CSc2ncnc3ccccc23)cc1	i	8	19	11	8.2	1.7	4.4	-9.2%	-0.18	-0.057	0.52	0.64	-0.5%	2	566	0.23	1568	-3.8	948
O=C1NC2c3ccccc3C(=O)N2c2c1cnn2-c1ccccc1 (stereo not drawn)	i	9	-8	-4	11*	26*	22*	-4.8%	-0.96	-0.19	-0.32	0.6	-1.6%	15	774	0.21	1230	-2.5	1184
COC(=O)C1C/C(=N\NS(=O)(=O)c2ccc(C)cc2)c2sccc2C1 (stereo not drawn)	i	6	-18	-5	2.1	3.0	3.4	-4.6%	-0.45	-0.29	-0.57	0.9	-2.3%	6	668	0.08	1203	-1.8	588
COc1ccc(C(NC(=O)C2CCCCC2)c2c(O)ccc3ccccc23)cc1 (stereo not drawn)	i	7	20	-1	6.6	2.5	0.5	37%	1.2	-0.25	0.53	-1.1	0.3%	29	683	-0.09	1312	2.7	835
O=C(Cc1cn2ccsc2n1)NCc1ccccc1	i	5	12	-1	5.3	3.1	11	-0.3%	-0.49	-0.22	0.0099	0.1	-0.1%	/	/	/	/	-0.3	1170
Cc1ccc(-c2nn(Cc3ccccc3)cc2/C=C/C(=O)O)cc1	i	1	-6	-18	5.5	1.7	1.0	-2.5%	0.46	-0.24	0.5	-0.68	-2.9%	/	/	0.75	1522	1.7	1414
COc1ccc(-n2nc3c(c2NC(=O)c2ccc(S(=O)(=O)N4CCOCC4)cc2)CS(=O)(=O)C3)cc1	i	-8	9	-8	2.4	2.6	6.2	-3.8%	0.98	-0.25	0.036	-1.5	2.8%	-1	637	-0.5	1233	-1.8	1085
CC1=NN(c2ccc(Cl)c(C(=O)O)c2)C(=O)/C1=C\c1ccc(-c2ccc(C(=O)O)cc2)o1	i	-2	-6	7	5.6	2.2	8.2	-3.3%	-0.38	-0.35	-0.24	0.75	2.0%	-5	715	-0.61	1384	-0.7	1151

Looked up above:
`O=C(Oc1ccccc1)c1ccc2nccnc2c1` | b-catenin transl = 4.3
`COCCCn1nnnc1SCC(=O)N1c2ccccc2CC1C` (stereo not drawn) | MT stabilize HCS = 0.8

Carrying on:
SMILES	Autophagy mod	Autophagy mod cell loss 18 h	WT yeast gro inh	WT yeast gro inh mutant strain	MT stabilize HCS	MT stabilize HCS Hoechst-high %	MT stabilize HCS cytotoxicity %	XIAP displacement	Dynein transport	Dynein transport cytoplasmic EGFP	Dynein transport nuclear GR-EGFP	Dynein transport cell count	CSM14.1 death rescue	Lipid droplet	Lipid droplet cells 6.5 µM	Ins promoter up	Ins promoter up cell count	b-catenin transl	b-catenin transl cell count 5 µM
Cn1c(/N=C/c2c(O)ccc3ccccc23)nc2ccccc21	i	15	5	4	5.7	3.0	5.5	-1.3%	-1.8	2.9	-0.34	0.42	-1.2%	/	/	-0.44	801	-2.6	729
Cn1c(C(=O)NCC2CCCO2)cc2c(=O)n3ccccc3nc21 (stereo not drawn)	i	16	-12	7	4.4	1.5	6.7	-5.1%	0.6	-0.27	0.42	-0.1	1.3%	/	/	0.85	1464	-0.5	1366
Cc1ccc(NC(=O)C2CC(=O)Nc3ncnn32)c(C)c1 (stereo not drawn)	/	/	/	/	/	/	/	/	-0.61	0.24	0.5	0.24	/	0	780	-0.57	974	0.4	1316
CCn1c(=O)cc(SCC(=O)Nc2ccc(Cl)cc2)c2ccccc21	i	-8	-3	-7	3.7	1.6	0.5	-9.7%	-0.85	-0.2	-0.6	0.44	-0.7%	/	/	-0.14	1524	-3.7	1032
O=C(c1ccc([N+](=O)[O-])s1)N1CCN(c2cccc(Cl)c2)CC1	i	24	45	11	1.8	1.8	11	-14%	-0.63	-0.19	-0.46	-0.14	-2.8%	-20	648	0.64	1402	0.5	1062
O=C1Nc2ccccc2C12OCC1(CO2)COC2(OC1)C(=O)Nc1ccccc12 (stereo not drawn)	i	-1	-7	-17	2.7	0.8	11	-2.1%	-0.6	-0.1	-0.0064	0.092	-1.0%	-2	740	0.16	774	/	/
CNC(=O)CCn1nc(-c2ccc(Cl)cc2)c2ccccc2c1=O	i	-3	-6	-12	3.4	2.3	8.9	-2.2%	-0.092	-0.24	0.062	-0.57	-1.7%	1	751	-0.63	1339	0.8	1067
COc1ccc(N2CCN(C(=O)CSc3nc4cc(OC)c(OC)cc4cc3C#N)CC2)cc1	/	/	/	/	/	/	/	-5.5%	/	/	/	/	1.1%	/	/	0.74	1005	-4.7	887
c1ccc2c(c1)Nc1nccnc1S2	i	10	-10	-5	2.6	2.8	4.6	-2.3%	-0.38	-0.23	-0.56	0.81	-0.2%	8	631	-0.03	1281	-2.0	536
CC(c1cccnc1)N(CCN(C)C)C(=O)Nc1ccc(Cl)cc1 (stereo not drawn)	i	15	-8	-4	5.0	2.4	0.8	-3.6%	-1.1	-0.25	-0.58	0.49	0.5%	/	/	0.12	1000	/	/
C=CCOc1ccc(C2C(C(=O)c3ccco3)=C(O)C(=O)N2CCCN(CC)CC)cc1 (stereo not drawn)	i	14	-2	3	2.8	2.6	7.8	-3.7%	-0.61	-0.2	-0.37	0.38	4.1%	/	/	0.16	1191	0.7	1165
O=C(c1cc2ccccc2oc1=O)N(Cc1ccccc1)Cc1ccc2c(c1)OCO2	i	-9	19	15	4.1	1.6	6.8	-4.4%	-0.03	-0.24	-0.082	-0.6	4.5%	-18	729	/	/	/	/
Cc1cccc(-n2nnnc2SCC(=O)Nc2cccc(S(N)(=O)=O)c2)c1	/	/	/	/	/	/	/	/	-0.19	0.17	-0.00057	0.72	/	23	760	0.25	1430	-0.5	1149
C#CCN(C(=O)Nc1ccccc1)c1ccccc1	i	-1	5	-9	2.1	3.2	13	-1.6%	2.1	-0.064	1.4	-2.2	-2.1%	7	728	-0.06	1049	-1.7	551
CCOc1ccc(NC(=O)CN(C)CC(=O)Nc2ccccc2SC)cc1OCC	i	-3	-1	-9	3.0	2.6	8.2	-6.4%	-0.22	-0.12	-0.16	-0.25	-2.1%	0	568	2.6	1241	1.1	989
Cc1ccc(C)c(NC(=O)CSc2c(C)n[nH]c2C)c1	i	-9	5	5	2.4	2.6	7.2	-5.0%	0.28	-0.28	0.55	0.092	0.2%	-3	693	-0.39	1725	-2.2	1041

Bioassay records deposited in PubChem by several laboratories.
